NPYLR7 agonist: agonists of mosquito NPYLR7 receptor, primary screen, cell-based, Aedes aegypti, calcium fluorescence, mosquito biting behavior; Aedes aegypti neuropeptide Y-like receptor 7 (NPYLR7); HEK293T NPYLR7/Galpha15, GCaMP6s calcium fluorescence; hit rate 0.15% among 270,000; activation, % at 10 µM; AID 1259423, 2018; in the data active means activation above about 40%;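 further: 0% = vehicle and 100% = reference agonist at the receptor; some compounds past the cut are filed as inactive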
mcGAS lum: cyclic GMP-AMP synthase inhibitors, mouse, primary biochemical chemiluminescence; hit rate 0.15% among 160,000; Q8C6L5; recombinant cGAS, Kinase-Glo ATP depletion luminescence; AID 1259399, 2018; inhibition, % at 12.5 µM;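 further: 0% = negative control wells and 100% = reference inhibitor with no enzyme activity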
hcGAS lum: Primary biochemical luminescence assay for human cyclic GMP-AMP synthase inhibitors. recombinant h-cGAS, ATP depletion, Kinase-Glo luminescence. inhibition, % at 12.5 µM. hit rate 0.081% among 290,000;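 further: 0% = vehicle reaction and 100% = reaction without DNA for no activity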
Target sequence (Q8N884 whole entry, looked up): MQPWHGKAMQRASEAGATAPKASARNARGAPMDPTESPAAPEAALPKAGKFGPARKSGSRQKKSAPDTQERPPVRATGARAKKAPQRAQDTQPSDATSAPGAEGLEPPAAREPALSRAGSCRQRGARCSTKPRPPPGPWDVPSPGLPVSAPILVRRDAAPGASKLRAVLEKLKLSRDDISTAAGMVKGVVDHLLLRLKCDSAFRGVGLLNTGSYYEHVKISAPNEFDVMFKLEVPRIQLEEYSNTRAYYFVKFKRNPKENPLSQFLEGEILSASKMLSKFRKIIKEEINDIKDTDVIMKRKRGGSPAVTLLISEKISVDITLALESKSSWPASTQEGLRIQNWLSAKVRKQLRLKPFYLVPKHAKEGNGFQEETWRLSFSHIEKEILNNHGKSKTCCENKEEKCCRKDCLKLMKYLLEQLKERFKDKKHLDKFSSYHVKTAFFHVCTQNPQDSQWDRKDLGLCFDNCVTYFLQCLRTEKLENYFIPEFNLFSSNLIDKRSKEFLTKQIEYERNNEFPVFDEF
The depositor's hits bear a star; . = not tested or not shown; & = joins results of further samples. Unless noted, no stated cut-off is given here; in the data, active means inhibition above about 40%; inactive means the rest. Rows are unselected; overall some 0.27% were active at least once.

SMILES	NPYLR7 agonist	mcGAS lum	hcGAS lum
CC(C)(C)c1ccc2cc(C(=O)NCC3CCCO3)[nH]c2c1 (stereo unspecified)	0	.	-14
COc1ccc(C(=O)C2CCN(S(=O)(=O)c3ccc(Br)cc3)CC2)cc1	-12	.	0
O=C(Cc1ccc(F)cc1)NNS(=O)(=O)c1ccc(Cl)cc1	5	.	-3
CCCC1CN(CC(C)(C)CN(C)C)S(=O)(=O)c2cccnc2O1 (stereo unspecified)	7	-7	-4
COC1=CC(=O)C(C(=O)c2ccccc2)=CC1=O	-10	-2	-8
Cc1ccc(NC(=O)c2c(O)c3ccccc3[nH]c2=O)c(C)c1	-6	5	8
CSc1snc(SCC(N)=O)c1C#N	4	-1	-2
CCc1ccc(C(=O)Nc2c(-c3ccccc3)nc3ccccn23)cc1	-7	-7	-7
COC(=O)C1CCN(C(c2ccc(OC)cc2)C2Sc3ncnn3C2=O)CC1 (stereo unspecified)	5	-5	-1
O=C(Nc1nc(CC(=O)N2CCN(c3ncccn3)CC2)cs1)c1ccc[nH]c1=O	9	-8	-5
O=C(O)C(F)(F)C(F)(F)C(F)F	5	.	4
O=C(NCc1cccs1)c1cccnc1N1CCN(C(=O)NCc2cccc(F)c2)CC1	-1	-7	-4
CC(C(=O)Oc1ccc(C2C3=C(Nc4[nH]c(=O)n(C)c(=O)c42)c2ccccc2C3=O)cc1)N1C(=O)c2ccccc2C1=O (stereo unspecified)	0	.	-26
CC12CN3CC(C)(CN(C1)C3c1ccc3c(c1)OCO3)C2 (stereo unspecified)	0	.	-5
O=C1OC(c2ccccc2)=NC1=Cc1ccc2c(c1)OCCO2	3	.	-5

Some values from the list:
NPYLR7 agonist with `COc1ccc(C(=O)C2CCN(S(=O)(=O)c3ccc(Br)cc3)CC2)cc1` = -12
hcGAS lum with `O=C(Cc1ccc(F)cc1)NNS(=O)(=O)c1ccc(Cl)cc1` = -3
NPYLR7 agonist with `O=C(O)C(F)(F)C(F)(F)C(F)F` = 5

An excerpt from above in order of heavy-atom count, lowest first:
SMILES	NPYLR7 agonist	mcGAS lum	hcGAS lum
CC(C)(C)c1ccc2cc(C(=O)NCC3CCCO3)[nH]c2c1 (stereo unspecified)	0	.	-14
Cc1ccc(NC(=O)c2c(O)c3ccccc3[nH]c2=O)c(C)c1	-6	5	8
CCCC1CN(CC(C)(C)CN(C)C)S(=O)(=O)c2cccnc2O1 (stereo unspecified)	7	-7	-4

Additional entries follow:
SMILES	NPYLR7 agonist	mcGAS lum	hcGAS lum
CNC(=O)NC(=O)CSc1nc2sc3c(c2c(=O)n1C1CCCC1)CCCC3	-4	.	-6
O=c1c2ccc(Cl)cc2nc(-c2cccc(OCc3ccccc3)c2)n1Cc1ccccc1	7	1	-2
CCc1cnc(C)nc1N(C)CCCn1cccn1	2	-11	0
CCONC(=O)c1cn(-c2ccccc2)nc1-c1cccnc1	7	.	-8
CCOC(=O)[C@H]1C[C@@H]2O[C@H]1[C@H]1CN(Cc3ccc(OC)cc3)C[C@H]1[C@@H]2O	-6	-2	15
Cc1cc(Cl)c(C)c(S(=O)(=O)N2CCCC2c2nnc3ccccn23)c1Cl (stereo unspecified)	2	-8	-5
C=c1occc1=C1NN=C(SC(C)C(=O)NC2CCCC2)O1 (stereo unspecified)	4	.	-3
CCOC(=O)C1CCN(c2cc(Oc3cc(C)ccc3Cl)ncn2)CC1	.	-5	0
N#Cc1c(F)cccc1N1CCN(S(=O)(=O)c2cccs2)CC1	12	.	-11
O=C(Nc1ccc(-c2nc3ccccc3[nH]2)cc1)C1CCCN(Cc2cccnc2)C1 (stereo unspecified)	7	-7	-3
CCOC(=O)C1(CCCc2ccccc2)CCN(C(=O)C2CC=CCC2)CC1 (stereo unspecified)	-2&9	-4	-5&-3
COC(=O)COc1cccc(C(=O)NS(=O)(=O)c2ccc(F)c(F)c2)c1	3	.	-5
CC(c1ccccc1)N(Cc1cc(N)ccc1N(C)C)C(=O)c1ccc(F)cc1 (stereo unspecified)	3	-5	-2
O=c1ccc(-c2ccc(F)cc2)nn1Cc1ccc(C(F)(F)F)cc1	10	.	-12
O=C(O)c1snc(-c2ccccc2)c1NC(=O)C1CC1	21	.	-5
CC1CCN(C(=O)COC(=O)C23CC4CC(CC(O)(C4)C2)C3)CC1	3	.	-1
Cc1ccc(S(=O)(=O)N(CCN(C)C)Cc2c(-c3ccccc3)noc2N2CCc3ccccc3C2)cc1	16	-6	-5
O=C(CCNC(=O)c1ccco1)Nc1nc2c(s1)CCCC2	-8	.	1
CN(C)S(=O)(=O)c1ccc(-c2nccc(CCC(F)(F)F)n2)cc1	3	.	-4
O=C(NCCOc1ccccc1-c1ccccc1)N1CCSCC1	5	-9	-2
CC(C)(C)NC(=O)[C@@H]1CCCC[C@@H]1C(=O)NCCSc1ncn[nH]1	10	-17	-5
CCS(=O)(=O)c1ccccc1C(=O)Nc1ccc(C)c(Cl)c1	1	.	-5
COCc1c(Br)c(C)nc(OCC(=O)N/N=C\c2ccc(-c3ccc([N+](=O)[O-])cc3)o2)c1C#N	-9	-6	-8
CCCc1nc(C)cc(-c2cccc(NC(C)=O)c2)n1	-5	-17	-5
Cc1ccc(C)c(S(=O)(=O)NC(C)c2nncn2C)c1 (stereo unspecified)	8	-6	-5
CCCCC(=O)Nc1c(-c2cccc(OC)c2)nc2ccccn12	-11	-9	-7
CC(C(=O)N(C)CC(=O)Nc1ccccc1OC1CCCC1)n1cccn1 (stereo unspecified)	3	.	-8
O=C(NC1CC1)c1cc2n(n1)CCN(CC1CC1)C2=O	1	-5	-5
CCOc1ccc(OCC)c(N=c2c([N+](=O)[O-])nn(-c3ccc(Cl)cc3)n2O)c1	-6	-5	-1
CCc1nc2n(n1)C(=O)C(C(c1cccc(Cl)c1)N1CCC(O)CC1)S2 (stereo unspecified)	-2	-7	-4
CC1(C)CC(=O)C(C2C3=C(CC(C)(C)CC3=O)Oc3ccccc32)C(=O)C1 (stereo unspecified)	-15	.	-4
COc1cc(C2SCC(=O)N2CCc2ccccc2)cc(OC)c1OC (stereo unspecified)	3	-5	-1
c1cnc(N2CCOCC2)c(CNCc2ccc(C3CCCCO3)o2)c1 (stereo unspecified)	8	.	-9
CNc1cncc(-c2cccc(C(=O)N3CCOCC3)c2)n1	3	.	-14
COc1cccc(-c2nn(C(C)(C)C)cc2CNCc2ccco2)c1	2	.	-6
COc1cccc(NC(=O)Cn2c3ccc(C)cc3c3ncn(Cc4ccccc4)c(=O)c32)c1	0	-7	-5
CCC(C)N(Cc1cc(NC(=O)NC(C)C)ccc1N(C)C)C(=O)c1ccc(F)cc1 (stereo unspecified)	6	-4	-2
Cc1ccc2c(C(O)=C(C#N)C(=O)c3cc(C)nn3C)c[nH]c2c1	8	.	-14
COc1ccc2[nH]cc(CCNC(=O)C(C)c3ccc(CC(C)C)cc3)c2c1 (stereo unspecified)	-9	-6	-3
CCN(CC)C(=O)Nc1ccc(F)cc1Br	-2	-7	-14
Cc1ccc2[nH]cc(C3CCN(S(=O)(=O)c4c(F)cc(F)cc4F)CC3)c2c1	29	-7	-6
C[n+]1cccc(NC(N)=O)c1	10	.	-1
CCc1cc(=O)[nH]c(-n2nc(C)cc2NC(=O)C2CC(=O)N(c3ccc(C)c(C)c3)C2)n1 (stereo unspecified)	10	-5	-5
COCC(=O)Nc1ccc(N(C)C)c(CN(Cc2ccco2)C(=O)c2ccc(F)cc2)c1	20	-3	-5
COc1ccc(-c2cnc3ncnn3c2N2CCN(C(=O)c3ccc(C#N)cc3)CC2)cc1	.	-6	-4

Copied from the results shown (6 entries):
SMILES	NPYLR7 agonist	mcGAS lum	hcGAS lum
CC1(C)CC(=O)C(C2C3=C(CC(C)(C)CC3=O)Oc3ccccc32)C(=O)C1 (stereo unspecified)	-15	.	-4
COc1cc(C2SCC(=O)N2CCc2ccccc2)cc(OC)c1OC (stereo unspecified)	3	-5	-1
c1cnc(N2CCOCC2)c(CNCc2ccc(C3CCCCO3)o2)c1 (stereo unspecified)	8	.	-9
CNc1cncc(-c2cccc(C(=O)N3CCOCC3)c2)n1	3	.	-14
COc1cccc(-c2nn(C(C)(C)C)cc2CNCc2ccco2)c1	2	.	-6
COc1cccc(NC(=O)Cn2c3ccc(C)cc3c3ncn(Cc4ccccc4)c(=O)c32)c1	0	-7	-5

Next records follow.
SMILES	NPYLR7 agonist	mcGAS lum	hcGAS lum
COc1cccc(CN(Cc2nc(C(=O)N3CCCCC3)co2)C(C)C)c1	2	-9	-7
CCCOC(=O)c1cc(NC(=O)/C=C/c2ccccc2)ccc1O	-5	.	5
CC(C)(CCl)C(=O)N1CCC2(CC1)NC(=O)c1c(ccc(Cl)c1Cl)N2	.	-9	-4
CCN1CCN(CCc2nc3c([nH]2)CC(C)(C)CNC3=O)CC1	4	-8	-2
Cc1ccc(-c2cc(C(F)(F)F)n3ncc(C(=O)Nc4cccc(CCC#N)c4)c3n2)cc1	-7	-5	-7
O=C(c1ccc(Cl)nc1)N1CCN(c2nc3nccc(-c4cccc(C(F)(F)F)c4)n3n2)CC1	1	0	0
COC(=O)CCc1c(C)nc2c(c(-c3ccccc3)nn2C2CCS(=O)(=O)C2)c1C (stereo unspecified)	14	.	-6
O=C1NCC(c2ccccc2)Cc2[nH]c(-c3nc(-c4cccnc4)no3)nc21 (stereo unspecified)	2	.	-2
O=C(NCC1CNCCOC1)Nc1ccccc1Cl (stereo unspecified)	21	.	-4
O=S(=O)(NC1CCc2nc(-c3ccccc3)ncc2C1)N1CCCCCC1 (stereo unspecified)	-5	1	6
CCN(CC)C(CNC(=O)Cn1cnc2c(cnn2C)c1=O)c1ccco1 (stereo unspecified)	5	-2	5
CCN(CC)c1onc(-c2ccccc2)c1CN(CC1CC1)C(=O)C1CCCC1	0	-3	1
O=S(=O)(N1CCCCC1)N1CCCN(S(=O)(=O)N2CCCCC2)CC1	1	.	-3
Cc1ccc(-c2nnc(SCC(=O)N(C)C)n2C)cc1	-9	.	-2
CCN(Cc1cnc(S(=O)(=O)Cc2ccccc2C)n1Cc1ccccc1)C(=O)C(C)C	.	-3	0
COc1ccc(-c2cc3c(SCc4ccccc4C)nccn3n2)cc1	1	-10	-6
CN(CC(F)(F)F)C(=O)CNc1c(Cl)cccc1C#N	-1	.	-16
COc1ccc(N2CCC(NS(=O)(=O)c3ccccc3)CC2)cc1	-18	.	-7
CCc1ccc(NC(=O)Cn2c(=O)n(Cc3ccco3)c(=O)c3sc4ccccc4c32)cc1	-3	-2	0
O=C(Cc1cccs1)Nc1ccccc1C(=O)NCC1CCCO1 (stereo unspecified)	0	-6	-2
COc1ccc(Br)cc1S(=O)(=O)N1CCN(c2ccc(C)c(Cl)c2)CC1	-10	.	0
CCS(=O)(=O)c1oc(-c2cccs2)nc1S(=O)(=O)c1ccc(F)cc1	7	.	-6
CC(NCC1CCOCC1)c1ccc(Cl)cc1Cl (stereo unspecified)	6	-6	-7
Fc1ccccc1-c1nnc(SCc2nc(-c3ccccc3)no2)n1C1CC1	-2	.	-4
CC(C)N(Cc1ccccc1)Cc1ccnc(Cl)c1	9	.	-11
CC1CCCCN1CCCNC(=O)c1cc(-c2ccccc2F)n2nc(C(C)(C)C)cc2n1 (stereo unspecified)	-7	0	6
CC1CN(C(=O)Nc2cn(C)c3ccccc23)CC(C)O1 (stereo unspecified)	6	-13	-9
N#CCCn1cc(/C=C2\SC(=S)NC2=O)c(-c2cccc3ccccc23)n1	7	.	20

Entries of single compounds from above.
Entry for N#CCCn1cc(/C=C2\SC(=S)NC2=O)c(-c2cccc3ccccc23)n1 : NPYLR7 agonist: 7; mcGAS lum: .; hcGAS lum: 20
Entry for CN(CC(F)(F)F)C(=O)CNc1c(Cl)cccc1C#N : NPYLR7 agonist: -1; mcGAS lum: .; hcGAS lum: -16

Screening results as filed in PubChem BioAssay.
